# NCOA3 inh = human NCOA3 inhibition; Q9Y6Q9; HEK293 GAL4-SRC3 luciferase reporter, luminescence; inhibition, % at 3.6 µM; 0.17% of 360,000 active; AID 588352;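 active means inhibition above a per-campaign cutoff, the mean of all compounds plus 3 SD, cut at about 60% in these data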;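 further: 0% = DMSO-treated cells and 100% = gossypol-treated cells at 36 µM; higher means less SRC3-driven luciferase light from the GAL4 reporter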
# TRAIL sens C8 = caspase-8 TRAIL sensitization; NB7+C8 cells + TRAIL, ATPlite viability luminescence; inhibition (viability loss, TRAIL sensitization), % at 10 µM; 1% of 360,000 active;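 active means compounds causing at least 50% loss of cell viability in the single-dose screen, relative to plate controls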
# EBV LMP1 NFkB = Epstein-Barr LMP1 NF-kappaB reporter inhibition; LMP1-induced NF-kappaB luciferase reporter cells, luminescence; inhibition, % at 12.5 µM; 0.69% of 350,000 active; in the data active means inhibition above about 41%;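 further: 0% = neutral control wells and 100% = reference inhibitor control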
# NOD2 RIPK2 PPI = blocks binding of human NOD2 to RIPK2; O43353; CHO BLA complementation NOD2-RIPK2, CCF4 ratio; inhibition, % at 4.98 µM; 0.38% of 360,000 active; in the data active means inhibition above about 21%;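 further: 0% = vehicle only and 100% = reference blocker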
# Vif imaging = HIV Vif inhibition | HEK293T cells, Vif self-association by quenched fluorescence, imaging, 24 h | inhibition, % at 7.49 µM | 0.35% of 340,000 active; in the data active means inhibition above about 50%, passing the limit was not always enough; further: some results filed as inactive read as strong as hits
# TROY signal inh = inhibitors of TROY-dependent NF-kB signaling. AID 1347056. inhibition, % at 10 µM. Q293 LMP1-TROYcd NF-kB luciferase reporter, 4 h. 0.98% of 360,000 active;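 active means compounds whose plate-normalised and pattern-corrected inhibition of the luciferase reporter signal at the single screening dose is 50% or more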
# NR2F2 inh = NR2F2 (human) inhibition, primary screen; P24468; HEK293T NGFI-A luciferase reporter, luminescence; inhibition, % at 8.6 µM; 0.7% of 370,000 active;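 active means inhibition above a per-plate cutoff, mean inhibition of test wells between control levels plus 3 SD, cut at about 38% in these data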;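 further: cells cotransfected with COUP-TFII expression vector driving the NGFI-A reporter; 0% = median of COUP-TF2 test wells and 100% = reporter-only cells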
# NCOA1 inh = inhibitors of human steroid receptor coactivator 1 (SRC1); inhibition, % at 3.6 µM; Q15788; 0.12% of 360,000 active; HEK293 GAL4-SRC1 luciferase reporter, luminescence;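 active means inhibition above the campaign mean plus 3 SD, with each screening campaign given its own cutoff, cut at about 60% in these data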;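 further: 0% = DMSO treated cells and 100% = gossypol at 36 µM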
# Target sequence (Q15788 whole entry, looked up, the tested form may be a part): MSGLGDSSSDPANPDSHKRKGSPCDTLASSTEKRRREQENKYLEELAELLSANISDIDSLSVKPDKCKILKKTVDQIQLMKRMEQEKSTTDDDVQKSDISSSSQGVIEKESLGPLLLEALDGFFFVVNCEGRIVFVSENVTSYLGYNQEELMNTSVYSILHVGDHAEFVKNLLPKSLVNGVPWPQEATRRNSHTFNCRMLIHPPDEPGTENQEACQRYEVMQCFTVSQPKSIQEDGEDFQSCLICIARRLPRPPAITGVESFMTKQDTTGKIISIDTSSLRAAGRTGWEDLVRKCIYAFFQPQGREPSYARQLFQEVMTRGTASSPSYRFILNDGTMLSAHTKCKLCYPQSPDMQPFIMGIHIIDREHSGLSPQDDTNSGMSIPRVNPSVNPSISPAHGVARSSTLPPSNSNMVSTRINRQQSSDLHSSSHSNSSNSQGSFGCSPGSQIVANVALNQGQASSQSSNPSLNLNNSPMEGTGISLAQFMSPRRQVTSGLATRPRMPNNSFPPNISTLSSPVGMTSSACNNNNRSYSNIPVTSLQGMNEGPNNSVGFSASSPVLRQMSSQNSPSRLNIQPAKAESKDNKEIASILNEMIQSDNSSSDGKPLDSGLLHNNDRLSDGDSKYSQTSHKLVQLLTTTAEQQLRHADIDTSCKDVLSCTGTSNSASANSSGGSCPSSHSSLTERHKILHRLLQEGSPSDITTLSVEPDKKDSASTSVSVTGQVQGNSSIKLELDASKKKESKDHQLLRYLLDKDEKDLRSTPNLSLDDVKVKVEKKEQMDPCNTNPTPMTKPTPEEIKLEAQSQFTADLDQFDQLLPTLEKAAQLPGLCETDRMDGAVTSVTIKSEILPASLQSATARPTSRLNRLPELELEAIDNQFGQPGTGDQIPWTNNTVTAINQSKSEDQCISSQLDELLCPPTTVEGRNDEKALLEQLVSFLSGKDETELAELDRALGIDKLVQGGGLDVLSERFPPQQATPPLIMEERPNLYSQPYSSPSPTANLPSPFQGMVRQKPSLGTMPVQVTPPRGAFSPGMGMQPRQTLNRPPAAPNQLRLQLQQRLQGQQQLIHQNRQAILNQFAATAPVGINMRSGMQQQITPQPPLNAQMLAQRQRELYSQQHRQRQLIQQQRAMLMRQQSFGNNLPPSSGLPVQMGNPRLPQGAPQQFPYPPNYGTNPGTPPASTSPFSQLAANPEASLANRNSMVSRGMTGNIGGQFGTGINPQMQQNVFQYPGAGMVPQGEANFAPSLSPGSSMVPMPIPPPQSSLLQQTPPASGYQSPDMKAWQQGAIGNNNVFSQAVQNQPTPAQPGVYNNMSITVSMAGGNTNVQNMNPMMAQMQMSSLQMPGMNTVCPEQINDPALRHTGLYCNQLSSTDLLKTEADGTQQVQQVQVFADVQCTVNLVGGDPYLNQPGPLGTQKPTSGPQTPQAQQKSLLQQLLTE
# LRH-1 inv ag = inverse agonists of human LRH-1 (NR5A2); O00482; HEK293T StAR-luciferase reporter, LRH-1 transfected, 24 h; inhibition, % at 3.6 µM; 0.13% of 360,000 active;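 active means inhibition above the mean inhibition of all tested compounds plus 3 SD, cut at about 73% in these data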;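 further: 0% = DMSO wells and 100% = reporter-only cells lacking LRH-1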
# SRC2 inh = human SRC2 (NCOA2) inhibition | Q15596 | HEK293 GAL4-SRC2 luciferase reporter, luminescence | inhibition, % at 9 µM | 0.17% of 370,000 active | AID 651957;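 active means inhibition above the mean inhibition of all tested compounds plus 3 SD, set per campaign, cut at about 52% in these data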;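 further: 0% = DMSO treated cells and 100% = cells given Gossypol at 36 µM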
# TLR9-MyD88 block = blocks human TLR9 binding to MyD88. Q9NR96+Q99836. CHO BLA complementation TLR9-MyD88, CCF4 FRET ratio. inhibition, % at 4.98 µM. 0.21% of 340,000 active;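 active means inhibition above the mean over all tested compounds plus 3 SD, cut at about 21% in these data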;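 further: 0% = DMSO only wells and 100% = clavulanate BLA inhibitor control wells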
# Starred values were filed as active, the others as inactive; . = no result given. An excerpt; count on the stated rates, not on these rows.
SMILES,NCOA3 inh,TRAIL sens C8,EBV LMP1 NFkB,NOD2 RIPK2 PPI,Vif imaging,TROY signal inh,NR2F2 inh,NCOA1 inh,LRH-1 inv ag,SRC2 inh,TLR9-MyD88 block
O=C(NCCN1CCOCC1)c1nn2c(c1Cl)NC(c1ccccc1)CC2C(F)(F)F (stereo not drawn),-3,-8,-1,4,-1,1,15,-9,13,-20,14
COc1cc(CC(=O)Nc2ccccc2N2CCOCC2)cc(OC)c1OC,8,-9,3,4,0,-12,6,-6,-7,-19,1
COc1ccc(CNC(=O)C2CCC(CNc3c(N4CCCCC4)c(=O)c3=O)CC2)cc1 (stereo not drawn),1,9,5,-16,7,-15,-15,-47,3,-44,9
COc1ccc(N=C2S/C(=C\c3cc(C)n(C)c3C)C(=O)N2CC(C)C)cc1,8,-9,6,13,5,-5,1,-3,-12,3,-5
CCCS(=O)(=O)NC(=O)C1(C)CCCN(C(=O)c2cc(-c3cccs3)oc2C)C1 (stereo not drawn),-4,2,.,4,-3,11,-4,0,1,4,.
COc1ccc(NC(=O)CSc2nc3sc(C)cc3c(=O)n2C)c(OC)c1,-3,-1,2,-5,-5,9,-5,-2,27,12,6
COc1ccc(C2=NS(=O)(=O)N(C)C(C(=O)N3CCc4ccccc4C3)=C2)cc1OC,8,9,-2,-14,-12,36,39*,1,46,0,3
O=C(NC1CCCCCC1)c1cc(S(=O)(=O)N2CCC3(CC2)OCCO3)ccc1F,-11,-4,-11,-5,-21,7,7,1,20,-11,4
O=C(Nc1nnc(-c2ccccn2)o1)c1ccc(Br)cc1,-3,-3,-15,-11,-7,16,1,2,-6,-6,-2
COc1ccc(S(=O)(=O)Oc2ccccc2C(N)=O)cc1,2,1,0,-7,6,-16,2,-10,7,-24,-1
CCCc1cc(=O)oc2cc(OC(C)C(=O)NCc3ccccn3)c(Cl)cc12 (stereo not drawn),-17,13,3,0,0,8,-1,5,7,-8,-24
COc1cccc2c(=O)c3c([nH]c12)OC(C)(C)C3,14,1,-32,-7,6,-12,16,2,-4,3,5
CC(N=C1NS(=O)(=O)c2ccccc21)C(=O)OCC(=O)N(C)C1CCS(=O)(=O)C1 (stereo not drawn),5,4,-1,-3,15,-20,2,8,18,15,1
COc1ccccc1NC(=O)C(C)OC(=O)C(C)SCC(=O)Nc1ccc(C)cc1 (stereo not drawn),10,-5,0,-10,-3,2,-10,-11,-8,12,-6
COc1ccc(C(C(=O)NCC2CCCO2)N(C(=O)Cn2nnc3ccccc32)c2ccccc2C(C)=O)cc1OC (stereo not drawn),-8,8,-2,5,-3,-27,-11,-40,1,-19,-3
COc1ccc(N2CCC(CNC(=O)Nc3ccccc3)C2)cc1 (stereo not drawn),-1,-1,-1,2,2,-17,-3,-8,18,-3,1
COc1ccc(OCC(=O)Nc2cc(S(=O)(=O)N3CCCCC3)ccc2OC)cc1,-6,1,6,3,0,8,9,6,18,-1,0
CCn1c(SCc2cccnc2)nnc1-c1c[nH]c2ccccc12,-32,-3,1,6,-6,-5,8,-9,-1,-16,0
Oc1c(Cl)cc(Cl)cc1CNc1ccc(Br)cn1,-5,11,5,-14,3,27,-12,-35,1,-60,5
CC(C)(C)OC(=O)N1CCOCCOCCN(C(=O)OC(C)(C)C)CCOCCOCC1,9,0,-8,8,-1,3,1,-7,0,-6,-11
CCOCCOc1cc(NCc2ccccc2)c2ncn(C(C)C)c2c1,0,8,0,0,-6,4,1,0,29,-6,-6
CC(C)C[C@H]1CN(CCCC[C@H]2CNC(=O)C(=O)N2Cc2ccccc2)C(=O)C(=O)N1CCC1CCCCC1,.,4,.,-21,.,6,5,.,-41,-9,.
O=C1C(=O)N(Cc2cccnc2)C(c2ccc(Br)cc2)/C1=C(\O)c1ccc2c(c1)OCCO2 (stereo not drawn),-2,4,-1,-3,4,-43,-9,-11,-5,-14,-6
COc1ccc(-c2noc(-c3ccccc3C(=O)N3CCOCC3)n2)cc1,-4,1,2,-11,6,-1,-6,2,14,-3,-1
CC1CCCN(C(=O)Cn2c(=O)oc3cc(S(=O)(=O)N4CCCCC4)ccc32)C1 (stereo not drawn),-13,-12,1,-7,-1,0,7,-12,1,-9,-6
O=C(COC(=O)c1ccccn1)NC1CCCCC1,25,3,-1,-13,0,-29,4,-7,-7,19,13
Cc1nn2cc(-c3ccc(Cl)cc3)cnc2c1Br,-52,3,-34,0,-3,-67,-22,-125,-57,-41,7
CC(C)(C)c1cnnn1-c1ccc([N+](=O)[O-])cc1,16,-12,0,-3,-4,3,-5,-1,-4,9,-5
Cc1ccn2c(=O)c(NC(=O)c3ccc4c(c3)OCO4)c(C)nc2c1,5,-9,-1,-11,10,5,-2,13,-6,17,-24
CC(Oc1ccc(Cl)cc1Cl)C(=O)NNC(=O)C(=O)N1CCCC1 (stereo not drawn),-16,5,1,-4,31,-6,-3,5,-3,-1,2
O=C1CSC(c2cn(-c3ccccc3)nc2-c2cc3ccccc3o2)N1Cc1ccccc1 (stereo not drawn),-1,8,-1,-5,-6,-27,-8,0,6,-32,8
COc1ccccc1CN1CCNC(=O)C1CC(=O)NC1Cc2ccccc2C1 (stereo not drawn),8,-7,-23,-6,-6,8,-6,0,13,16,5
CN(C/C=C/c1ccccc1)C1CCCCC1,7,6,-3,-7,-5,-12,-4,-22,-5,9,-7
COc1ccccc1N1CC(C(=O)Nc2ccc(N3CCOCC3)cc2)CC1=O (stereo not drawn),22,0,2,-7,16,5,-13,5,8,-23,-4
O=C(CNC(=O)c1ccc(OC(F)F)cc1)NC1CCCc2ccccc21 (stereo not drawn),12,-16,-4,-2,-7,19,-17,-12,11,-18,9
Nc1nc(N)c2c(n1)CCCC2,6,12,1,4,0,2,8,-1,5,-19,2
COc1ccc(C(=S)N2CCOCC2)cc1OC(=O)c1cc(OC)c(OC)c(OC)c1,-5,9,6,-5,-8,0,-1,-1,6,-27,7
C#CCNC(=O)C[C@@H]1C[C@@]2(C(=O)OC)CCCCC=C2N(Cc2cccc3ccccc23)C1=O,.,-1,.,-12,.,13,10,.,-2,17,.
O=C1NC(c2ccc(Cl)c([N+](=O)[O-])c2)Nc2ccccc21 (stereo not drawn),22,-2,-5,-10,5,6,8,-20,16,-3,-11
O=C(CN(C(=O)c1nsc(Cl)c1Cl)c1cccc(F)c1)NC1CCCC1,-2,1,-11,-3,-7,-6,14,4,22,10,-2
COc1cc2c(C(=O)NCc3ccc4c(c3)OCO4)cn(CC(C)C)c(=O)c2cc1OC,9,-8,-16,1,.,7,-10,4,8,-49,-8
CC1(C)Cc2c(sc(NC(=O)C(=O)N3CCCCC3)c2C(=O)O)CO1,-6,36,-1,-14,1,-4,-14,2,3,-30,-1
Cc1ccccc1NC1=NS(=O)(=O)c2ccccc21,-5,-3,5,-11,-2,11,-20,-7,-4,-8,-1
O=C(O)CC1CCCC(c2ccccc2)C1=O (stereo not drawn),13,-3,3,-2,3,-8,-3,-5,7,-2,8
CCN1CCN(S(=O)(=O)CC2(C)C3CCC2(C)C(=O)C3Br)CC1 (stereo not drawn),14,-3,3,-31,-3,1,2,-6,-8,-4,-2

# 3 entries out of the list above, sorted by the number in Vif imaging, rising:
SMILES	NCOA3 inh	EBV LMP1 NFkB	NOD2 RIPK2 PPI	Vif imaging	NR2F2 inh	NCOA1 inh	LRH-1 inv ag	SRC2 inh	TLR9-MyD88 block
O=C(NC1CCCCCC1)c1cc(S(=O)(=O)N2CCC3(CC2)OCCO3)ccc1F	-11	-11	-5	-21	7	1	20	-11	4
O=C(CN(C(=O)c1nsc(Cl)c1Cl)c1cccc(F)c1)NC1CCCC1	-2	-11	-3	-7	14	4	22	10	-2
O=C(COC(=O)c1ccccn1)NC1CCCCC1	25	-1	-13	0	4	-7	-7	19	13

# 3 compounds from above, reduced to NCOA3 inh, Vif imaging and LRH-1 inv ag:
SMILES,NCOA3 inh,Vif imaging,LRH-1 inv ag
COc1ccccc1N1CC(C(=O)Nc2ccc(N3CCOCC3)cc2)CC1=O (stereo not drawn),22,16,8
O=C(CNC(=O)c1ccc(OC(F)F)cc1)NC1CCCc2ccccc21 (stereo not drawn),12,-7,11
Nc1nc(N)c2c(n1)CCCC2,6,0,5

# New compounds follow
SMILES,NCOA3 inh,TRAIL sens C8,EBV LMP1 NFkB,NOD2 RIPK2 PPI,Vif imaging,TROY signal inh,NR2F2 inh,NCOA1 inh,LRH-1 inv ag,SRC2 inh,TLR9-MyD88 block
O=C(NCc1cn2ccccc2n1)C1CCC(=O)N(Cc2ccccc2F)C1 (stereo not drawn),-2,1,2,2,3,-21,10,-20,23,-17,-4
COC(=O)C1=C(C)NC(=O)CC1c1ccccc1 (stereo not drawn),9,-5,6,-4,1,35,-3,7,-14,-9,-5
COc1cc(/C=N/NC(=O)c2ccc(N)cc2)ccc1OC(=O)c1cccc(C)c1,15,15,30,-10,7,53*,9,2,1,-13,-9
Cc1ncoc1C(=O)N1CCCC(C(=O)c2ccc3c4c(cccc24)CC3)C1 (stereo not drawn),20,-8,9,1,-3,5,8,-9,-24,-4,-8
CC1CCCCC1NC(=O)CSc1nncs1 (stereo not drawn),4,-8,5,2,2,7,6,-11,-1,-29,-3
O=C1C=CC(=O)c2c(O)c(N3CCN(CCOCCO)CC3)c(Br)c(O)c21,5,90*,82*,-10,72*,16,-6,-15,-6,-27,0
CCOCCCNC(=O)C(NC(=O)Cc1cccs1)c1ccccc1 (stereo not drawn),-1,3,-11,-4,-6,21,15,-2,-4,-7,-7
O=C(CSc1nnc(NC(=O)C2CC2)s1)NCc1ccccc1Cl,-4,8,8,5,-4,19,19,-12,2,4,-4
Cc1ccc(Cl)c(OCCCCN2CCC(C)CC2)c1,-1,-3,3,1,-6,12,14,-3,0,-24,-3
CCCCOc1ccc(C2NC(=O)NC(C)=C2C(C)=O)cc1OCC (stereo not drawn),3,14,-18,3,-3,6,6,-8,-20,8,4
NNC(=O)C1SCCN1S(=O)(=O)c1ccc(Cl)cc1 (stereo not drawn),0,-7,-2,-8,-14,-12,-11,-14,-9,-9,-6
CCN1CCN(c2ccc(S(=O)(=O)N3CCOCC3)cc2NC(=O)C(C)Oc2ccc(F)cc2)CC1 (stereo not drawn),-6,-20,8,6,-8,19,-5,-19,-8,3,4
CN(C)C(=O)c1ccc(NC(=O)CC2SC(N3CCCC3)=NC2=O)cc1 (stereo not drawn),1,-18,1,-7,-2,2,6,-20,6,1,2
COc1ccc(NC(=O)CN(C)CC(=O)N2CCCCCC2)cc1,10,-31,-3,-14,11,-5,-6,4,1,4,17
COCCN(C(=O)c1ccco1)c1nc(-c2ccc(OC)cc2)cs1,-43,-5,7,-6,.,-32,-19,-55,-83,-21,0
O=C(NCc1ccco1)c1ccc(S(=O)(=O)N2CCCCCC2)cc1,-8,-7,-5,-7,6,-4,-11,-6,3,-7,-6
C=CCNC(=O)/C(C#N)=C/c1c(N2CCCCCC2)nc2ccccn2c1=O,-19,-6,-3,-12,-5,-5,-11,10,7,7,-17
NS(=O)(=O)c1ccc(NC2(C(=O)O)CCCC2)cc1,-5,-25,1,4,-3,-2,-23,-5,-4,-33,-14
COc1cccc(C(=O)NC2CCN(C(=O)N3c4ccccc4Sc4ccccc43)CC2)c1,32,-4,-19,10,.,26,15,5,11,16,-3
O=c1c2ccccc2cnn1Cc1n[nH]c(=S)n1-c1ccc(Cl)cc1,8,-4,2,-5,-1,7,-1,2,4,-13,0
